PGK inhibitor: qHTS Assay to Find Inhibitors of Phosphoglycerate Kinase; Phosphoglycerate kinase, glycosomal (Trypanosoma brucei brucei), P07378; PGK/GAPDH coupled, Kinase-Glo luminescence, 60 min; Potency, µM (titrated, usually from 57.5 µM), for the others: at the top dose activity change, negative = inhibition, hits mostly inhibitors; 380,000 tested, 0.043% active; AID 602233, 2012; note: potency is the fitted concentration of half-maximal effect; % is set by controls: 0 for no effect and ±100 for the full control effect; nearly all actives have a fitted effect of over 60% in size
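Recombinant glycosomal PGK reaction used 1,3-bisphosphoglycerate generated in-well by GAPDH (100nM final) in 100mM TEA pH 7.6, 5mM MgCl2, 0.01% Tween-20. After 60 minutes at room temperature, ATP was read by Kinase-Glo Plus luminescence end-point.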
PI4K2A inh: qHTS for small molecular inhibitors of PI4K2A. 420,000 tested, 0.13% active. activity change, negative = inhibition, % at 76.9 µM. Phosphatidylinositol 4-kinase type 2-alpha (Homo sapiens), Q9BTU6. AID 1346378, 2018. purified PI4K2A, ADP-Glo luminescence, 1 h; stronger effect = lower value; in the data active = activity change below about -50%; inconclusive = mostly about -30% to -49%;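 note: -100% = wells without enzyme as full effect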
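In this quantitative HTS, ADP production by PI4K2A was quantified luminescently after 1 h at ambient temperature; 100 microM adenosine served as plate-quality control.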
rTrxR1 inhibitor: qHTS Assay for Inhibitors of Mammalian Selenoprotein Thioredoxin Reductase 1 (TrxR1): qHTS | AID 588453, 2011 | Potency, µM (top dose mostly 114 µM), without a hit: top-dose activity change, negative = inhibition, hits mostly inhibitors | recombinant rTrxR1, NADPH fluorescence consumption, selenite substrate | 390,000 tested, 1% active | Thioredoxin reductase 1, cytoplasmic (Rattus norvegicus), O89049; note: potency is the fitted concentration of half-maximal effect; % is set by controls: 0 for no effect and ±100 for the full control effect; nearly all actives have a fitted effect of over 65% in size
Target sequence (O89049 whole entry, looked up): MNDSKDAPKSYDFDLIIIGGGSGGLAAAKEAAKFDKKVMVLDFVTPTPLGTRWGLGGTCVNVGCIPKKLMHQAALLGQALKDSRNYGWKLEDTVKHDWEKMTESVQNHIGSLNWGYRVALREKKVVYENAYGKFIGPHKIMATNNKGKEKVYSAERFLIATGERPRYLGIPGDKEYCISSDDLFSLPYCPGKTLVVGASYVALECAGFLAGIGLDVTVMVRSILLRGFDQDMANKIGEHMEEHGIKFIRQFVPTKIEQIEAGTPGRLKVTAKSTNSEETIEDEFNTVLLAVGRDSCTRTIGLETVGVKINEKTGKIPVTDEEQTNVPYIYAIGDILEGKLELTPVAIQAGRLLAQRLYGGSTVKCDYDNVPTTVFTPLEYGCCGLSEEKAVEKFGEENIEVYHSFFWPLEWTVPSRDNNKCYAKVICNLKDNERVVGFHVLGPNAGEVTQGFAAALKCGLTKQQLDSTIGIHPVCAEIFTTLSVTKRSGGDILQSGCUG
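Rat TrxR1 (90 nM in the dispensed reagent) was pre-reduced with 400 uM NADPH for 5 min at room temperature, then incubated with compound for 15 min. After 400 uM selenite was added, NADPH fluorescence (Ex 340/Em 450 nm) was followed for 8 min.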
USP1-UAF1 inh: Inhibitors of USP1/UAF1: Primary Screen; Potency, µM (series often up to 57.1 µM), for the others: at the top dose activity change, negative = inhibition, usual class: inhibitors; 390,000 tested, 0.23% active; Ubiquitin carboxyl-terminal hydrolase 1 (Homo sapiens), O94782; AID 743255, 2014; recombinant USP1/UAF1, Ub-Rhodamine cleavage fluorescence; note: potency is the fitted concentration of half-maximal effect; % is set by controls: 0 for no effect and ±100 for the full control effect; nearly all actives have a fitted effect of over 60% in size; inactives centre near -12
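Step one: compound is pinned into 1nM USP1/UAF1 in HEPES pH 7.8 buffer with TCEP. Step two: 15 min room-temperature incubation. Step three: Ub-Rho (150nM final) starts cleavage, tracked by fluorescence over six one-minute reads.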
mIDH1 inhibitor: qHTS for Inhibitors of mutant isocitrate dehydrogenase 1 (IDH1): qHTS; Potency, µM (titrated, usually from 76.6 µM), without a hit: at the highest dose activity change, negative = inhibition, most hits filed as inhibitors; AID 602179, 2012; IDH1-R132H enzyme, NADPH consumption, diaphorase/resazurin fluorescence; Isocitrate dehydrogenase [NADP] cytoplasmic (Homo sapiens), O75874; 390,000 tested, 0.093% active; note: potency is the fitted concentration of half-maximal effect; % is set by controls: 0 for no effect and ±100 for the full control effect; nearly all actives have a fitted effect of over 65% in size
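IDH1-R132H (0.5 ug/mL dispensed) in pH 7.5 Tris buffer was preincubated 30 min with compound, then given a substrate mix of 0.016 mM NADPH and 2 mM alpha-KG for 80 min at room temperature; remaining NADPH was read by diaphorase/resazurin fluorescence.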
GLS inh: qHTS for Inhibitors of Glutaminase (GLS). Glutaminase kidney isoform, mitochondrial (Homo sapiens), O94925. GLS enzymatic activity, qHTS titration. Potency, µM (titrated, usually from 45.5 µM), inactives show at the highest dose activity change, negative = inhibition, most hits filed as inhibitors. 410,000 tested, 0.21% active; note: potency is the fitted concentration of half-maximal effect; % is set by controls: 0 for no effect and ±100 for the full control effect
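Coupled fluorescence readout: glutamate oxidase/HRP/Amplex Red detect glutamate formed by hKGA from L-glutamine (1 mM solution added). Buffer 45 mM KH2PO4 pH 8.2, 0.02% Tween-20; reads at t0 and 30 min RT.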
Pin1 inh: qHTS Assay to Find Inhibitors of Pin1. Peptidyl-prolyl cis-trans isomerase NIMA-interacting 1 (Homo sapiens), Q13526. Pin1 FP peptide displacement, HiFluor488, 10 min. Potency, µM (highest dose often 115 µM), inactives show at the highest dose activity, negative = inhibition, usual class: inhibitors. 390,000 tested, 0.009% active; active = well fitted inhibition curve with a large enough effect in the polarisation, with a control signal flat, not every such curve was filed as active; inconclusive = small, poorly fitted or top-dose-only effect, or effect the other way, or a change in a side signal; inactive = no such curve, though single readings can be large or run the other way; the % refers to the polarisation; note: potency is the fitted concentration of half-maximal effect; % is set by controls: 0 for no effect and ±100 for the full control effect
Target sequence (Q13526 whole entry, looked up): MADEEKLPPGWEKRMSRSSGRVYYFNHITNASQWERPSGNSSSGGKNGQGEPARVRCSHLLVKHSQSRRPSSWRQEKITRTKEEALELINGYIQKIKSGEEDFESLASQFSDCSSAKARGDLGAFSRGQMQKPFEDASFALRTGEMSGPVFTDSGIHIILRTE
HP1b binding inh: HTS for Inhibitors of HP1-beta Chromodomain Interactions with Methylated Histone Tails; AlphaScreen HP1-beta / biotin-H3K9me3 peptide binding; Chromobox protein homolog 1 (Homo sapiens), P83916; 390,000 tested, 0.56% active; AID 540317, 2011; Potency, µM (top dose mostly 114 µM), inactives show at the highest dose activity change, negative = inhibition, usual class: inhibitors; note: potency is the fitted concentration of half-maximal effect; nearly all actives have a fitted effect of over 70% in size; inactives centre near 23
Target sequence (P83916 whole entry, looked up): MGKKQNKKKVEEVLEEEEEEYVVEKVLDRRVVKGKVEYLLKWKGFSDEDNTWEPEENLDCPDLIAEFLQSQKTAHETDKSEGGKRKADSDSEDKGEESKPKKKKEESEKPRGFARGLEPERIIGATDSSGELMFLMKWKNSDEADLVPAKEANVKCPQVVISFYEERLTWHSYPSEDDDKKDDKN
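Compound inhibition of the preformed complex between 50 nM HP1-beta and 50 nM biotinylated H3K9me3 peptide was read by AlphaScreen. Buffer was PBS pH 7.4 with 0.01% Tween-20. Incubations ran 30 min at room temperature, with 10 ug/mL donor/acceptor beads.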
TrxR1 substrate: qHTS Assay for Substrates of Mammalian Selenoprotein Thioredoxin Reductase 1 (TrxR1): qHTS | purified TrxR1 substrate turnover, NADPH consumption readout | Potency, µM (series often up to 114 µM), without a hit: top-dose activity change, negative = substrate turnover | Thioredoxin reductase 1, cytoplasmic (Rattus norvegicus), O89049 | 390,000 tested, 0.01% active; note: potency is the fitted concentration of half-maximal effect; % is set by controls: 0 for no effect and ±100 for the full control effect; nearly all actives have a fitted effect of over 50% in size
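Rat TrxR1, dispensed at 90 nM, was prereduced with 400 uM NADPH (final) for 5 min at ~22 deg C, then incubated with compound 15 min before 400 uM selenite. A first-read NADPH fluorescence drop versus no-compound background flagged substrates.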
The depositor's hits bear a star; i = inactive; u = inconclusive; x = not tested or not shown; & = joins results of further samples; [ ] = dose if it differs, or a comment. Unless noted, calls come from the whole dose curve; as a rule, active = well fitted curve in the direction sought with a large enough effect; inconclusive = small, poorly fitted or top-dose-only effect, or another doubt; inactive = no such curve, though single readings can be large; an effect the other way counts as inactive or inconclusive. Only part of the results is shown. The share of hits here may be higher or lower than overall.

SMILES,PGK inhibitor,PI4K2A inh,rTrxR1 inhibitor,USP1-UAF1 inh,mIDH1 inhibitor,GLS inh,Pin1 inh,HP1b binding inh,TrxR1 substrate
Cc1cc(C)c(NC(=O)C2CCCN2CCC(C)C)c(C)c1 (stereo unspecified),0%,5,-1%,-1%,13%,12%,-4%,25%,-5%
Cc1ccccc1-c1nnc(C2CCN(S(=O)(=O)c3ccc(Cl)cc3)CC2)o1,6%,-3,2%,-5%,-4%,5%,-1%,39%,1%
COc1cc2c(=O)n(Cc3ccccc3)c(=O)n(CC(=O)NCCc3ccccc3)c2cc1OC,4%,-6,20%[57.1 µM],-6%,3%,10%,7%,22%,14%[57.1 µM]
CC1(C)CC(=O)C2=C(C1)N(c1ccc(F)cc1)C(=O)NC2(C(F)(F)F)C(F)(F)F,4%,2,-4%[57.1 µM],-5%,5%,2%,4%,22%,2%[57.1 µM]
CC(C)(C)C1CCc2nc(NC(=O)Cc3ccc(Cl)cc3)sc2C1 (stereo unspecified),-7%,0,8%,u,7%,-1%,9%,20%,9%
N#CCC(=O)N1CCN(Cc2ccc3c(c2)OCO3)CC1,4%,-6,18%,0%,-1%,2%,0%,27%,-1%
O=C(NCc1ccc(F)cc1)C1CCN(S(=O)(=O)c2ccc(N3CCCC3=O)cc2)CC1,4%,3,x,-23%,-1%,0%,x,x,x
CCOC(=O)Cc1csc(NC(=O)CSc2nnc(-c3ccc(OC)cc3)n2C)n1,3%,2,-4%[57.1 µM],-3%,4%,1%,-7%,36%,4%[57.1 µM]
O=C1CCCN1CC(O)CS(=O)(=O)Cc1ccc(Cl)cc1 (stereo unspecified),-8%,-4,10%,-21%,1%,2%,-4%,34%,2%
CCCCn1c(N)c(N(C(=O)CSc2nnc(C)n2-c2ccccc2)C2CCCC2)c(=O)[nH]c1=O,-7%,-3,21%,-5%,-7%,17%,-2%,37%,1%
COC(=O)CN1CCN(C(=O)c2ccco2)CC1,-1%,3,-23%,-16%,16%,-10%,-9%,38%,8%
N#Cc1cc(Oc2cccnc2)c(Oc2cccnc2)cc1C#N,-7%,8,3%[57.1 µM],-19%,5%,-2%,1%,17%,-4%
Cc1cccc(C(=O)Nc2ccc3oc(-c4ccncc4)nc3c2)c1,11%,0,11%,-22%,-17%,-8%,2%,72%[activator],24%
CCOC(=O)N1CCN(C(=O)c2ccccc2NS(=O)(=O)c2ccc(C)cc2)CC1,-5%,3,-3%,-10%,8%,-5%,2%,23%,-2%
CN1CCOc2cc(S(=O)(=O)NCc3ccc(S(N)(=O)=O)cc3)ccc21,4%,2,-6%,-20%,-3%,-1%,-1%,9%,-4%
COc1ccc(C(=O)N/C(=C/c2cccnc2)C(=O)N2CCN(C)CC2)cc1OC,3%,2,7%,-5%,-5%,8%,-4%,27%,-6%
CN1CCCCc2c1nc1ccccc1c2N (tested in a mixture with another compound),-8%,-6,-14%,-16%,9%,1%,u,35%,3%
O=c1c2ccccc2ncn1-c1cccc([N+](=O)[O-])c1,-9%,-10,21%,-13%,4%,-1%,-1%,53%[activator],10%
CC(C)c1ccc(N(CC(=O)NC2CCCCC2)C(=O)CNC(=O)c2ccco2)cc1,-8%,-2,15%[0.0914 µM],-13%,4%,5%,4%,31%[activator],6%[57.1 µM]
Cc1noc(C)c1C(=O)Nc1ccc(F)cc1,1%,2,13%[57.1 µM],-1%,-5%,6%,3%,14%,3%[57.1 µM]
CCN(CC)CCCN(Cc1cc2cc(OC)ccc2[nH]c1=O)C(=O)Nc1ccc(F)cc1,1%,-6,10%,7%,-1%,2%,3%,21%,22%
COc1ccc(CN2C(=O)c3ccccc3C2C(=O)NC2CCCCCC2)c(OC)c1 (stereo unspecified),-1%&6%,1&1,-14%&10%,-4%&-22%,4%&3%,0%&2%,-10%&-7%,34%&17%,-14%&-6%
COc1ccc(OCC(=O)NC(=S)Nc2ccc(N3CCOCC3)c(Cl)c2)cc1,-11%,4,-22%,-11%,0%,16%,12%,-18%,-12%
O=C(Nc1cccc(-c2nnc(-c3ccccc3)o2)c1)C1CCCO1 (stereo unspecified),-1%[11.5 µM],-2,-15%,-5%,3%,0%,-3%,10%,0%
CCC1NC(=O)c2ccccc2N1c1cccc(Cl)c1 (stereo unspecified),i,-3,43%[activator][11.4 µM],-16%,10%,0%,4%,57%[activator],-6%[11.4 µM]
O=C(CSc1nnc(-c2cccnc2)n1-c1ccccc1)N1CCN(c2ccc(F)cc2)CC1,-5%,1,7%,-11%,-3%,31%[activator],2%,28%,6%
COc1ccc2oc(=O)c(C(=O)NCCc3c(C)[nH]c4c(C)cccc34)cc2c1,2%,-3,-3%,-27%,-9%,12%,-2%,-14%,-7%
COc1ccc(NC(=O)CSc2nccn2Cc2ccc(F)cc2)c(OC)c1,-4%,4,10%,-16%,1%,7%,-4%,-15%,0%
Cc1c(C(=O)OC/C(O)=C(\C#N)c2nc3ccccc3[nH]2)oc2ccccc12,-6%,-1,4%,-15%,1%,41%[activator],u,16%,2%
COc1ccc(Nc2nc(C)nc3c2oc2ccccc23)c(OC)c1,-7%,-5,u,-9%,-8%,2%,5%,37%,160%[activator]
COC(c1ccccc1)c1nnc(CCC(=O)N(C)Cc2cccc(-n3cccn3)c2)o1 (stereo unspecified),-8%,8,25%,-22%,-1%,-3%,-5%,55%[activator],2%
COc1ccccc1C1=NN(C(=O)c2ccccc2)C(c2ccc(Br)cc2)C1 (stereo unspecified),-8%,-6,19%,-21%,5%,-2%,2%,16%,7%
CCOc1ccc(-c2nc(C#N)c(NC3CC3)o2)cc1,-2%,-4,10%,-19%,4%,19%,-2%,13%,110%[activator]
CC(C)CN(C(=O)COC(=O)c1cc(=O)[nH]c2ccccc12)c1c(N)n(Cc2ccccc2)c(=O)[nH]c1=O,i,-1,-1%,-8%,4%,11%,-2%,7%,5%
O=C(c1ccc(S(=O)(=O)N2CCCC2)cc1)N1CCN(Cc2ccc3c(c2)OCO3)CC1,i,-1,11%,-14%,5%,-1%,-6%,23%,6%
C=CCn1c(SCC(=O)NC2CCCC2)nnc1-c1ccccn1,-5%,-9,25%,3%,0%,7%,-11%,23%,5%
Cc1cc(NC(=O)CSc2nncn2N)no1,-9%,-3,8%[57.1 µM],-23%,-4%,16%,1%,51%[activator],9%[57.1 µM]
CCOC(=O)C(c1ccccc1)C(Nc1ccccc1)c1ccccn1 (stereo unspecified),-7%,0,6%,-21%,-3%,7%,2%,35%,-1%
CC1(C)CC(=O)C(C=Nc2cccnc2/N=C/C2=C(O)CC(C)(C)CC2=O)=C(O)C1,0%,-7,-5%,-25%,9%,3%,-3%,3%,-5%
Cc1cccc(NC(=O)CCCn2c(C)c3cnn(-c4ccccc4)c(=O)c3c2C)c1C,-9%,3,-12%,-13%,26%,-11%,5%,-14%,-9%
O=c1c2cc(NC(=S)NC3CCCCC3)ccc2nc2n1CCCCC2,-1%,0,u,-9%,4%,-2%,0%,43%[activator],-8%
COc1ccccc1C(C)NC(=O)Cc1ccc(S(=O)(=O)N2CCOCC2)s1 (stereo unspecified),3%,4,-3%,-11%,-1%,10%,3%,8%,-5%

Single records, as listed above. Values in the order: PGK inhibitor, PI4K2A inh, rTrxR1 inhibitor, USP1-UAF1 inh, mIDH1 inhibitor, GLS inh, Pin1 inh, HP1b binding inh, TrxR1 substrate
O=c1c2cc(NC(=S)NC3CCCCC3)ccc2nc2n1CCCCC2 is entered as -1%, 0, u, -9%, 4%, -2%, 0%, 43%[activator], -8%
CCOc1ccc(-c2nc(C#N)c(NC3CC3)o2)cc1 is entered as -2%, -4, 10%, -19%, 4%, 19%, -2%, 13%, 110%[activator]
CC(C)CN(C(=O)COC(=O)c1cc(=O)[nH]c2ccccc12)c1c(N)n(Cc2ccccc2)c(=O)[nH]c1=O is entered as i, -1, -1%, -8%, 4%, 11%, -2%, 7%, 5%

Compound activity (PubChem BioAssay)
